Bioassay records from PubChem.
ABHD5-PLIN5 inh = ABHD5-PLIN5 interaction inhibitors, primary screen, cell lysate, split luciferase complementation, luminescence; inhibition, % at 4 µM; 0.78% of 360,000 active; Split G. princeps luciferase complementation, 4 h;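 active = inhibition above the mean inhibition across every tested compound plus 3 SD, cut at about 22% in these data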;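 also: 0% = DMSO only wells and the 100% control is not disclosed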
SRC1 inh = SRC1 coactivator transcriptional activity inhibitors, primary screen, cell-based, luminescence; HEK293 GAL4-SRC1 luciferase reporter; inhibition, % at 3.6 µM; 0.12% of 360,000 active;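 active = inhibition above the campaign mean plus 3 SD, with each screening campaign given its own cutoff, cut at about 60% in these data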;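 also: 0% = DMSO treated cells and 100% = gossypol at 36 µM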
TLR9-MyD88 inh = inhibitors of TLR9-MyD88 association in cells, primary screen, cell-based, CHO, BLA complementation, fluorescence | Toll-like receptor 9 (Homo sapiens) + Myeloid differentiation primary response protein … | CCF4 FRET ratio | inhibition, % at 4.98 µM | 0.21% of 340,000 active | AID 504734, 2011;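 active = inhibition above the mean over all tested compounds plus 3 SD, cut at about 21% in these data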;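 also: 0% = DMSO only wells and 100% = clavulanate BLA inhibitor control wells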
EBV LMP1 NFkB = EBV LMP1-driven NF-kappaB luciferase reporter inhibitors, primary screen, cell-based, luminescence, single point; LMP1-induced NF-kappaB luciferase reporter cells; inhibition, % at 12.5 µM; 0.69% of 350,000 active; AID 504558, 2011; in the data active = inhibition above about 41%;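 also: 0% = neutral control wells and 100% = reference inhibitor control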
MC4R barr agon = MC4R agonists recruiting beta-arrestin, primary screen, cell-based, luminescence, agonist arm of biased-ligand search; U2OS MC4R beta-arrestin complementation; percent of melanotan II response, DMSO zero; AID 540308, 2011; 0.98% of 360,000 active; activation, % at 8.9 µM; Melanocortin receptor 4 (Homo sapiens), P32245;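 active = activation above a per-plate cutoff, the mean activation of sample wells on that plate plus 3 SD, cut at about 8% in these data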
Target sequence (P32245 whole entry, looked up): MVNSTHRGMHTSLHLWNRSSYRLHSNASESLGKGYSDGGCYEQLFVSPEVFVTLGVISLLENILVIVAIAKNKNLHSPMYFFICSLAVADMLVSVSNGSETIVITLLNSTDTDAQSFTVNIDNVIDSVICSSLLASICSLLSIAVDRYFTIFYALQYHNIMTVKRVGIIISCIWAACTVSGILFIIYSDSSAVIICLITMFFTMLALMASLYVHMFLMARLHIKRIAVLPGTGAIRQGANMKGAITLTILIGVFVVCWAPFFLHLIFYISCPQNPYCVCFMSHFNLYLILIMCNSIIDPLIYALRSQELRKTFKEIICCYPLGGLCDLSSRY
NOD2-RIPK2 inh = NOD2-RIPK2 binding disruptors in cells, primary screen, fluorescence, CHO cells, BLA complementation. Receptor-interacting serine/threonine-protein kinase 2 (Homo sapiens), O43353. CCF4 ratio. inhibition, % at 4.98 µM. 0.38% of 360,000 active. AID 624267, 2012; in the data active = inhibition above about 21%;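 also: 0% = vehicle only and 100% = reference blocker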
NR2F2 inh = NR2F2 transcriptional activity inhibitors, primary screen, cell-based, luciferase reporter, HEK293T, luminescence; HEK293T NGFI-A luciferase reporter; inhibition, % at 8.6 µM; 0.7% of 370,000 active; AID 686940, 2013;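 active = inhibition above a per-plate cutoff, mean inhibition of test wells between control levels plus 3 SD, cut at about 38% in these data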;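 also: cells cotransfected with COUP-TFII expression vector driving the NGFI-A reporter; 0% = median of COUP-TF2 test wells and 100% = reporter-only cells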
Target sequence (P24468 whole entry, looked up): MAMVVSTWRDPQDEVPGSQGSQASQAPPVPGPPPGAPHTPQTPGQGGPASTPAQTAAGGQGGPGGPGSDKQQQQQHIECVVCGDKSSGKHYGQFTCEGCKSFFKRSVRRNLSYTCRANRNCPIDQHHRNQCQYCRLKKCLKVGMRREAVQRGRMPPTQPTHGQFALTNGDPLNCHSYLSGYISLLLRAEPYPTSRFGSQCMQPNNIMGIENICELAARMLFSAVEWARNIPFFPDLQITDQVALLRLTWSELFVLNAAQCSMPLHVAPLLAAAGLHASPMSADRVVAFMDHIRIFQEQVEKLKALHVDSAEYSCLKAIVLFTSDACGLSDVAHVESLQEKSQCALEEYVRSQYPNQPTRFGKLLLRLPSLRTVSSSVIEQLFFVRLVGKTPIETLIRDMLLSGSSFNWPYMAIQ
NR5A2 inv ag = LRH-1 (NR5A2) inverse agonists, primary screen, cell-based, luminescence, HEK293T, StAR-luciferase reporter. inhibition, % at 3.6 µM. 0.13% of 360,000 active. LRH-1 transfected, 24 h;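 active = inhibition above the mean inhibition of all tested compounds plus 3 SD, cut at about 73% in these data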;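 also: 0% = DMSO wells and 100% = reporter-only cells lacking LRH-1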
SRC3 inh = SRC3 coactivator transcriptional activity inhibitors, primary screen, cell-based, luminescence; Nuclear receptor coactivator 3 (Homo sapiens), Q9Y6Q9; HEK293 GAL4-SRC3 luciferase reporter; inhibition, % at 3.6 µM; 0.17% of 360,000 active;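 active = inhibition above a per-campaign cutoff, the mean of all compounds plus 3 SD, cut at about 60% in these data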;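 also: 0% = DMSO-treated cells and 100% = gossypol-treated cells at 36 µM; higher means less SRC3-driven luciferase light from the GAL4 reporter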
SRC2 inh = inhibition of GAL4-SRC2 driven luciferase reporter, primary screen, SRC2 inhibitor project, cell-based, luminescence; Nuclear receptor coactivator 2 (Homo sapiens), Q15596; 0.17% of 370,000 active; inhibition, % at 9 µM; HEK293 GAL4-SRC2 luciferase reporter;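 active = inhibition above the mean inhibition of all tested compounds plus 3 SD, set per campaign, cut at about 52% in these data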;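 also: 0% = DMSO treated cells and 100% = cells given Gossypol at 36 µM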
MC4R antagonist = MC4R antagonists of cAMP signaling, primary screen, cell-based, TR-FRET, antagonist arm of biased-ligand search. Melanocortin receptor 4 (Homo sapiens), P32245. MC4R-expressing cells, MTII-stimulated cAMP, LANCE TR-FRET. inhibition, % at 6.5 µM. 0.48% of 360,000 active. AID 540295, 2011;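 active = inhibition above its plate's cutoff, the mean of tested wells on that plate plus 3 SD, cut at about 29% in these data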;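 also: 0% = Melanotan II alone and 100% = Melanotan II plus saturating MCL0020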
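System: U2OS cells stably expressing human melanocortin 4 receptor (MC4R). Reagent: Melanotan II challenge after compound preincubation. Doses: 6.5 µM. Times: 30-min compound, 1-h challenge, 1-h detection, room temperature. Measured by: TR-FRET with Eu-cAMP and labeled anti-cAMP, 671 nm. Replicates: singlicate.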
Starred values were filed as active, the others as inactive; nt = not tested or not shown.

ABHD5-PLIN5 inh,SRC1 inh,TLR9-MyD88 inh,EBV LMP1 NFkB,MC4R barr agon,NOD2-RIPK2 inh,NR2F2 inh,NR5A2 inv ag,SRC3 inh,SRC2 inh,MC4R antagonist,smiles
11.8,nt,nt,nt,nt,-18.3,22.0,-34.5,nt,19.6,nt,CCOC(=O)[C@]12CCCC=C1N(CCC1=CCCCC1)C(=O)[C@H](CC(=O)NCc1ccc(C)o1)C2
-16.0,-23.5,3.9,7.7,0.1,0.0,-4.1,-20.4,3.0,-3.4,3.4,COC(=O)C1CCC(=S)N1C(=O)c1ccccc1 (configuration not stated)
6.0,-67.7,5.8,-1.7,-2.8,13.4,7.5,9.9,7.2,-18.3,8.1,CC(C)c1ccc(OCC(=O)NCc2n[nH]c(=O)c3ccccc23)cc1
-7.0,-8.4,0.6,-27.8,4.9,-4.4,12.7,-10.5,14.1,-7.6,10.7,O=C(CSc1nc(C2CCCCC2)n(-c2ccccc2)n1)NCC(F)(F)F
1.9,-73.7,-3.2,-0.4,-1.9,1.4,-40.2,-124.6,-72.3,-13.1,-10.5,Clc1ccc(-c2nnc(SCc3ccon3)o2)c(Cl)c1
9.1,-4.6,1.4,0.1,-0.8,-3.1,3.2,-2.4,-4.0,-20.5,0.4,COc1ccc(CC2S/C(=C(\C#N)C(=O)NCc3ccco3)N(c3ccc(C)cc3)C2=O)cc1 (configuration not stated)
2.6,-7.5,-0.6,7.5,-0.5,-5.4,4.2,12.2,-8.4,7.0,-1.5,CCCCn1c(=O)n(CC(=O)Nc2ccc(OC)c(Cl)c2)c(=O)c2c1nc(CO)n2CCC
-11.3,-7.6,-0.5,-6.6,-0.3,8.8,-6.9,-5.9,-12.5,-5.3,13.3,O=C(NC1CCCCCC1)c1cc(S(=O)(=O)N2CCOCC2)ccc1F
-1.6,18.6,-10.9,5.8,-2.0,-12.3,24.9,11.8,12.5,16.1,7.4,CC1(C)CC2(CC(c3ccccc3)c3ccc(O)cc3O2)NC(=S)N1 (configuration not stated)
-3.8,6.1,0.6,6.2,-0.9,-0.5,11.9,-7.5,-30.1,10.8,4.5,CCN(CC1COc2ccccc2O1)S(=O)(=O)c1ccc(C)cc1 (configuration not stated)
1.7,-0.9,-8.4,-26.6,-1.0,-2.8,-5.2,22.8,6.1,0.1,-11.4,C=CCn1c(SCC(=O)NCCc2ccccc2)nc2c([nH]c3ccccc32)c1=O
0.5,-3.4,-4.9,-7.4,-2.1,2.5,-13.0,-8.1,-15.7,6.7,5.3,CN(C)c1nc(C(=O)OCCO)nc(N(C)C)n1
-0.2,-48.9,6.7,-6.1,-1.6,-2.5,-15.4,-25.0,-22.8,-17.4,3.6,Cc1cccc(NC(=O)CSc2nccn2C)c1
-1.7,4.0,4.5,-1.8,0.8,-0.4,11.9,-17.6,8.7,11.9,-3.4,O=S(=O)(c1ccc(Cl)c(F)c1)N1CCC(c2nc(-c3ccncc3)no2)CC1
-3.9,-40.9,4.4,-4.3,-1.6,-7.5,-1.8,-5.8,2.3,12.3,5.9,CCCCn1c(N)c(N(CC(C)C)C(=O)C2CCN(C(=O)c3ccc(F)cc3)CC2)c(=O)[nH]c1=O
3.8,4.9,-1.1,10.3,-2.4,8.4,-11.1,-12.9,2.1,-7.2,4.3,CCC(=O)NC(=S)NNC(=O)COc1ccc(Br)cc1
0.0,-11.2,-11.6,-0.6,1.9,7.3,-2.6,16.6,14.8,-8.3,-4.3,COC(=O)Cc1ccc(O)c(N)c1
7.7,3.1,7.0,-4.1,-3.2,9.1,20.0,16.5,-11.3,-18.8,2.1,Cc1nn(C)c(C(=O)N/N=C/c2ccncc2)c1Cl
-5.9,-2.6,-3.4,-0.4,-1.7,-5.4,3.6,8.8,23.4,-25.7,2.6,CCCOc1ccc(N2C(=O)CC(N(CCC)C(=O)CCC(=O)O)C2=O)cc1 (configuration not stated)
-0.9,-13.0,1.9,-10.3,-0.1,-3.3,2.5,-1.2,-4.0,2.5,22.3,O=C1NC(Cc2ccccc2)c2nc3cc(F)c(F)cc3c(=O)n2-c2ncccc21 (configuration not stated)
8.4,-2.5,-2.3,-7.6,-0.6,0.7,2.5,-1.0,0.4,25.8,6.0,C[C@H](CO)N1C[C@H](C)[C@@H](CN(C)Cc2ccc(Cl)c(Cl)c2)Oc2ccc(NC(=O)Cn3cnnn3)cc2C1=O
9.2,2.7,4.3,-6.8,0.1,-6.7,-13.4,22.2,13.2,-9.3,-1.2,O=C(C[C@@H]1C/C=C/CC[C@H](Cc2ccc(F)cc2)C(=O)O[C@H](c2ccccc2)CNC1=O)NCCO
-1.6,-4.8,2.1,-4.1,-1.9,4.6,13.0,-11.9,-5.0,-9.8,1.5,COc1ccc(C(=O)NCC(c2ccco2)N(C)C)cc1S(=O)(=O)NCc1ccc(Cl)cc1 (configuration not stated)
0.2,-7.2,-12.9,-1.5,-1.7,6.4,2.5,-20.8,12.3,3.5,2.6,O=C(Nc1ccc(F)cc1)c1cccnc1NCCc1ccccc1
-2.8,6.9,-8.3,5.4,-2.2,-8.7,-8.9,0.0,2.2,-22.4,11.6,CC(=O)c1ccc(OC(=O)C2CC(=O)N(c3cccc(C)c3)C2)cc1 (configuration not stated)
-1.5,0.1,3.9,-1.1,2.6,2.0,15.1,-18.1,3.2,-7.4,13.1,C=CCOC(=O)C1=C(C)NC(SCC(=O)Nc2ccccc2)=C(C#N)C1c1ccco1 (configuration not stated)
-0.3,11.4,9.1,6.0,-1.1,-4.2,1.3,3.8,-3.4,18.4,-2.1,COC(=O)c1ccc(CN2C(=O)NC3(CCC(C)CC3)C2=O)o1 (configuration not stated)
-7.6,-53.7,-3.6,-25.9,-1.0,-11.9,-2.8,-26.6,-2.3,12.7,-0.8,Cc1ccc(NC(=O)CCC(=O)NNC(=O)Cc2ccccc2)cc1C
2.9,-13.0,10.3,1.1,7.7,1.0,19.3,8.4,12.1,0.6,8.8,CC(C)NS(=O)(=O)c1ccc(NC(=O)C(C)OC(=O)CCC2CCCCC2)cc1 (configuration not stated)
3.1,-4.4,0.4,3.7,-5.0,5.0,18.8,9.7,2.1,8.2,14.1,Cc1ccc(OCCSc2nc3ncnc(N)c3[nH]2)cc1

Next part.
ABHD5-PLIN5 inh,SRC1 inh,TLR9-MyD88 inh,EBV LMP1 NFkB,MC4R barr agon,NOD2-RIPK2 inh,NR2F2 inh,NR5A2 inv ag,SRC3 inh,SRC2 inh,MC4R antagonist,smiles
-8.3,-12.8,-10.3,-21.6,2.6,-7.9,21.1,-3.7,21.5,9.4,15.1,CCCC(=O)NC(=S)Nc1cccc(Cl)c1N1CCCC1
-4.9,8.9,nt,-9.0,4.0,-1.6,29.2,7.3,29.1,2.1,-10.9,CC1C/C(=N\NC(N)=S)c2cc(Cl)ccc2S1 (configuration not stated)
1.2,-3.9,-2.4,13.7,0.8,4.0,-5.5,-11.9,2.7,0.4,4.9,COC(=O)c1c(NC(=O)C(=O)N2CCOCC2)sc2c1CCC2
13.5,8.3,-0.1,3.2,3.2,5.9,-8.2,13.4,-10.0,-14.5,-3.9,O=c1[nH]c(=O)n(Cc2ccccc2)c2nc(-c3ccco3)cc(C(F)(F)F)c12
-2.5,-7.9,-3.3,6.1,-0.2,-4.6,10.7,9.6,1.6,-3.1,-7.8,COc1cc(OC)cc(C(=O)NC(=S)NCCc2ccccc2)c1
1.4,8.8,0.7,-13.9,3.7,-12.8,-3.5,4.8,24.9,16.1,-1.6,O=C(CN(c1ccccc1)S(=O)(=O)c1ccccc1)NCCSc1nc2ccccc2s1
-1.1,-48.8,-2.6,-3.4,-4.2,2.3,8.4,21.3,26.0,14.0,-5.1,COc1ccc(C(C)C)cc1S(=O)(=O)N1CCC(C(=O)NCC2CCCO2)CC1 (configuration not stated)
-0.7,-88.6,12.2,-16.9,-1.9,-8.5,-28.2,-89.2,-57.6,-34.4,3.2,COc1ccc2cc3cc(C(=O)NC(C)C)oc3nc2c1
-5.0,-13.3,-4.0,-5.5,-3.5,-4.5,-3.6,4.3,-7.8,2.8,-0.4,COc1ccc(CCNC(=O)COC(=O)c2ccccc2NCCO)cc1OC
-0.2,-7.9,5.9,5.3,-1.1,1.6,-5.6,-41.1,-17.1,-39.7,9.2,O=C(Cc1cccs1)N/N=C/c1ccccn1
-0.6,5.8,-4.2,6.1,12.3*,-4.0,-1.8,1.8,9.1,-7.0,9.0,CCCn1c(=S)[nH]c2cc(C(=O)N3CCc4ccccc4C3)ccc2c1=O
-0.1,-10.5,0.2,6.3,2.5,-11.8,4.3,-6.4,9.3,5.3,13.1,CCc1ccccc1NS(=O)(=O)c1ccc(OC)c2ncccc12
16.1,1.4,-0.2,1.7,-0.5,-4.6,11.4,12.6,6.7,-9.1,1.2,COc1cc(CNCCSc2nnnn2C)cc(Br)c1OCc1ccc(F)cc1
-6.3,-8.4,1.4,5.7,-1.2,-8.2,-9.8,-21.7,13.3,5.6,-5.4,COc1cccc(CN(C)C(=O)CN2C(=O)NC(c3ccccc3)(c3ccccc3)C2=O)c1
-2.9,-57.7,13.4,-13.7,-0.6,6.2,-15.5,-37.3,-43.1,-18.8,5.1,C=CCN1N=C(/C=C/c2ccc(OC)cc2)CCC1=O
-4.1,-35.1,5.0,-1.6,1.4,-2.0,-2.1,-6.1,15.1,-9.4,13.4,O=C(Oc1ccc2ccccc2c1)c1cncc(Br)c1
5.9,-11.0,-7.5,-4.6,1.3,2.9,9.9,-21.5,17.5,4.6,13.1,CC(C(=O)NNS(=O)(=O)c1cccc(C(F)(F)F)c1)n1nnc(N2CCOCC2)n1 (configuration not stated)

Results in NOD2-RIPK2 inh, for three of the compounds above:
Molecule | NOD2-RIPK2 inh
CC1C/C(=N\NC(N)=S)c2cc(Cl)ccc2S1 (configuration not stated) | -1.6
COc1ccc2cc3cc(C(=O)NC(C)C)oc3nc2c1 | -8.5
C=CCN1N=C(/C=C/c2ccc(OC)cc2)CCC1=O | 6.2

An excerpt (hit frequency here may not be typical).
